OXTR agonist – human OXTR agonism. P30559. CHO-OTR cells, Fluo-8 calcium fluorescence; normalized: DMSO 0%, oxytocin 100%. activation, % at 3 µM. 0.32% of 320,000 active. AID 2435;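 active means activation above the mean of all tested compounds plus 3 SD, cutoff set per screening run, cut at about 20% in these data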;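 further: peak over basal fluorescence ratio from a 100 s FLIPR kinetic read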
Target sequence (P30559 whole entry, looked up): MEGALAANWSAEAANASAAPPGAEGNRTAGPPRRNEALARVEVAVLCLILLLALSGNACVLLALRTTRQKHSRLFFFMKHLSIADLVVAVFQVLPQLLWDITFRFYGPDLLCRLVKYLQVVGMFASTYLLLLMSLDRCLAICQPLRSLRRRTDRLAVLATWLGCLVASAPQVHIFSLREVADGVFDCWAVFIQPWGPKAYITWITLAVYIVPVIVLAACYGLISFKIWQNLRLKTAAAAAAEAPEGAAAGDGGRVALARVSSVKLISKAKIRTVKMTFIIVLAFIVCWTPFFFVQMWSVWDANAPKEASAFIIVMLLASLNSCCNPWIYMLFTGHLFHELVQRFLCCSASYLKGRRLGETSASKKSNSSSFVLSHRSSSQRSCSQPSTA
GalR3 antag – antagonists of human GalR3. O60755. HEK293 GalR3-CNG cAMP membrane potential fluorescence; galR3 body fused to GalR1 C-terminus. inhibition, % at 3 µM. 0.44% of 360,000 active;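 active means inhibition above the screen-wide average plus 3 SD, cut at about 13% in these data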;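 further: forskolin and galanin both at EC90 stimulate the cells; cAMP rise reported by CNG channel membrane potential dye signal; 0% = forskolin plus galanin with DMSO and 100% = forskolin alone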
Target sequence (O60755 1-299 limits assumed): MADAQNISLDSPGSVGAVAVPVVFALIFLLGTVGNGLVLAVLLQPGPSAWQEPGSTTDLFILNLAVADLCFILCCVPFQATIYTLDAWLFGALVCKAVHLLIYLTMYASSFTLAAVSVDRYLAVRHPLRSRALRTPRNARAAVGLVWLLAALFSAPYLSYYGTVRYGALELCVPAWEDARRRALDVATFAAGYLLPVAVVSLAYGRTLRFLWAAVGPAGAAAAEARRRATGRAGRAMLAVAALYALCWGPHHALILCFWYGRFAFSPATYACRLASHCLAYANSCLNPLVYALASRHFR
V1aR counter – V1a receptor agonism, counter-screen for OXTR agonists | activation, % at 3 µM | AID 2797 | 0.25% of 320,000 active | P37288 | CHO-V1R cells, Fluo-8 calcium fluorescence, agonist mode; 0% DMSO, 100% 3 nM vasopressin;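 active means activation above the mean activation of all tested compounds plus 3 SD, per screening run, cut at about 20% in these data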;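 further: signal is peak over basal fluorescence ratio across a 100 second FLIPR read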
Active calls of the source: *. These rows are one share of the data (hit frequency here may not be typical).

Results follow in this order: OXTR agonist, GalR3 antag, V1aR counter
COc1ccccc1C(=O)NCC(=O)N1CCN(C/C=C/c2ccccc2)CC1
→ 0.8, -3, 1.0
O=C(CCNC(=O)c1ccc(Cl)cc1)Nc1cccc(S(=O)(=O)N2CCCCC2)c1
→ -0.5, -7, 2.0
CN(CC(=O)Nc1ccc(F)cc1)C(=O)CCc1nc2ccccc2c(=O)[nH]1
→ -0.6, -3, 0.7
CN1CCN(S(=O)(=O)c2ccc(N(C)Cc3ccc(OC(F)F)cc3)c([N+](=O)[O-])c2)CC1
→ 9.3, -6, 8.1
CCCn1c(SCC(=O)NCCCN2CCCC2=O)nc2ccccc2c1=O
→ 0.8, -3, 0.3
CC1Cc2ccccc2N1C(=O)COC(=O)c1ccc(N(C)C)cc1 (centres undefined)
→ -1.3, -8, 1.5
O=C(NC1CC1)c1cccc(S(=O)(=O)Nc2ccccc2F)c1
→ -0.2, -6, 0.6
CC(C)(C)OC(=O)C[C@@H]1C/C=C\C[C@H](CC(=O)NCCO)C(=O)N2CCC[C@@H]2COC1=O
→ -0.1, 8, 0.0
Cc1ccc(NS(=O)(=O)c2cccc(C(=O)NCC(c3cccs3)N3CCOCC3)c2)cc1 (centres undefined)
→ 3.9, -5, 8.1
CCOc1cc(/C=N/NC(N)=O)cc(Br)c1OCc1ccccc1
→ -1.8, 2, -0.1

(list continues)
Results follow in this order: OXTR agonist, GalR3 antag, V1aR counter
CN(Cc1ccco1)C(=O)c1ccc(S(=O)(=O)N2CCCCCC2)cc1
→ 1.3, 1, 2.8
CCc1noc(C)c1C(=O)Nc1cc(S(=O)(=O)N2CCOCC2)ccc1N1CCN(CC)CC1
→ -0.5, -3, -0.5
CCc1ccc(C(=O)NNC(=O)c2n[nH]c(=O)c3ccccc23)cc1
→ -0.5, -7, -0.2
COC(=O)CCN1CCN(S(=O)(=O)c2ccc3c(c2)OCCO3)CC1
→ 0.5, -1, 0.0
O=C(COC(=O)Cc1ccc(Cl)cc1Cl)NC1CC1
→ 0.5, -3, 0.5
O=C(CN1C(=O)NC2(CCCCCC2)C1=O)c1cccs1
→ 0.6, -3, 0.2
O=C(NCC1CC1)c1ccc2c3n(nc2c1)-c1ccc(Cl)cc1CO3
→ -2.7, -4, -1.1
O=C(C[C@@H]1C/C=C\C[C@H](NC(=O)OCC2c3ccccc3-c3ccccc32)C(=O)OC[C@@H]2CCCN2C1=O)N[C@@H](CO)Cc1ccccc1
→ -1.8, -5, 0.0
COc1ccc(S(=O)(=O)N2CCOCC2)cc1NC(=O)CSc1ncccn1
→ 1.3, -4, 0.4
CCC(CO)Oc1cc(NC(=O)c2ccccc2)c2ncn(C(C)C)c2c1 (centres undefined)
→ 0.2, -2, 0.5

At a glance, some entries already given.
Results follow in this order: OXTR agonist, GalR3 antag, V1aR counter
CN(Cc1ccco1)C(=O)c1ccc(S(=O)(=O)N2CCCCCC2)cc1
→ 1.3, 1, 2.8
CCc1noc(C)c1C(=O)Nc1cc(S(=O)(=O)N2CCOCC2)ccc1N1CCN(CC)CC1
→ -0.5, -3, -0.5
CCc1ccc(C(=O)NNC(=O)c2n[nH]c(=O)c3ccccc23)cc1
→ -0.5, -7, -0.2
COC(=O)CCN1CCN(S(=O)(=O)c2ccc3c(c2)OCCO3)CC1
→ 0.5, -1, 0.0

(cont.)
Results follow in this order: OXTR agonist, GalR3 antag, V1aR counter
COc1ccccc1NS(=O)(=O)c1ccc(C(=O)NCC(c2ccc(F)cc2)N2CCOCC2)cc1 (centres undefined)
→ 3.1, -10, 0.9
CCC(CO)Oc1cc(NCc2cccc(C)c2)c2ncn(C(C)C)c2c1 (centres undefined)
→ 1.7, -5, -0.3
CCN(C(=O)COC(=O)c1cc(OC)ccc1Br)C1CCS(=O)(=O)C1 (centres undefined)
→ 0.2, -5, 2.6
Cc1ccn2c(NC3CCCCC3)c(-c3cccc(-c4cccc(Cl)c4)c3)nc2c1
→ -2.0, -3, 1.1
Cc1nnc(SCC(=O)NNC(=O)COc2ccc(Br)cc2)n1C
→ -0.8, -4, 0.2
Cc1cccc(C)c1NC(=O)CNC(=O)c1ccc(N2CCCC2)c([N+](=O)[O-])c1
→ -0.7, -8, 0.0
CCN(CC)S(=O)(=O)c1ccc(N2CCOCC2)c(NC(=O)c2ccc(=O)n(C)n2)c1
→ -0.4, -2, 0.5
COc1ccc(NC(=O)c2ccc(Cl)c(S(=O)(=O)N3CC(C)OC(C)C3)c2)cn1 (centres undefined)
→ 3.5, -8, 3.9
Cc1ccc(COn2nnc3ccc(S(=O)(=O)N4CCOCC4)cc32)cc1
→ 0.1, 2, 0.9
CCCCN(C(=O)c1c(C)noc1C)c1c(N)n(CCCC)c(=O)[nH]c1=O
→ 0.9, -1, 1.5

By substructure, those above containing a thiophene ring, fused or not.
Results follow in this order: OXTR agonist, GalR3 antag, V1aR counter
Cc1ccc(NS(=O)(=O)c2cccc(C(=O)NCC(c3cccs3)N3CCOCC3)c2)cc1 (centres undefined)
→ 3.9, -5, 8.1
O=C(CN1C(=O)NC2(CCCCCC2)C1=O)c1cccs1
→ 0.6, -3, 0.2

The list goes on.
Results follow in this order: OXTR agonist, GalR3 antag, V1aR counter
CN(CC(=O)Nc1ccccc1Br)C(=O)CCc1nc2ccccc2c(=O)[nH]1
→ -0.3, -5, -0.4
O=C1C[C@@H](c2ccccc2)Oc2cc(O)cc(O)c21
→ 1.9, 2, 1.0
Clc1ccccc1-c1ccc2ncnc(NCc3cccnc3)c2c1
→ -1.3, -5, -0.2
CCOC(=O)/C=C/[C@H]1CC2(CCO1)SCCCS2
→ -0.7, -1, -0.5
C=CC[C@@H](CC(=O)N(CCO)Cc1ccccc1)C(=O)N[C@H](COC(=O)[C@@H](CC=C)CC(=O)OC(C)(C)C)Cc1c[nH]c2ccccc12
→ -1.6, -4, 1.0
O=C(Nc1ccncc1)c1ccc2ncsc2c1
→ 0.8, -1, 1.4
Cc1ccc(CN(C)C(=O)c2cc(S(=O)(=O)N3CCOCC3)ccc2F)o1
→ 0.8, -5, 0.4
C=CCC[C@H](Cc1ccc(F)cc1)C(=O)OC[C@H](Cc1c[nH]c2ccccc12)NC(=O)[C@H](CC=C)CC(=O)NCCO
→ 2.1, -7, 8.5
CC1CS(=O)(=O)CCN1N=Cc1ccc([N+](=O)[O-])o1 (centres undefined)
→ 1.1, -4, 1.2
Cc1ccc(S(=O)(=O)N2CCCCC2)cc1NC(=O)CN1C(=O)c2ccccc2S1(=O)=O
→ 4.0, -1, 3.1

(more compounds)
Results follow in this order: OXTR agonist, GalR3 antag, V1aR counter
Cc1cccc(C(=O)OCC(=O)Nc2ccc3c(c2)OCCO3)c1
→ 1.8, -2, -0.1
COc1cc(/C=C/C(=O)OCC(=O)NC2CC2)cc(OC)c1OC
→ 2.0, 1, 1.2
COc1ccc(-c2sc3cc4c(cc3c2C#CC2(N)CCCCC2)OCO4)cc1
→ 7.8, -1, 2.1
COc1ccc(NC(=O)Nc2ccc3c(c2)C(=O)N([C@H](C)CO)C[C@H](C)[C@@H](CN(C)C(=O)Nc2ccccc2)O3)cc1
→ 0.8, -6, 0.8
CCCCn1c(N)c(N(CC)C(=O)CCNC(=O)c2ccc(Cl)cc2)c(=O)[nH]c1=O
→ -0.1, -4, 0.9
COc1cccc(C(=O)NOCc2ccccc2)c1OC
→ 1.4, 0, -0.4
COc1ccccc1CNC(=O)COC(=O)c1ccncc1
→ 1.3, -5, -0.4
O=C(NNC(=O)c1cccc(-n2cccc2)c1)c1ccc(F)cc1
→ -1.2, -3, -1.1
Sc1nnc(-c2ccc(Cl)cc2)n1Cc1ccccc1
→ -0.1, -4, 0.4
Cc1ccc(NC(=O)CSc2nc(=O)n(CCCN(C)C)c3c2CCC3)c(C)c1
→ 2.2, -1, -1.1

Next structures
smiles	OXTR agonist	GalR3 antag	V1aR counter
COc1ccc(C(CNS(=O)(=O)c2ccc(NC(C)=O)c(OC)c2)N2CCCCC2)cc1 (centres undefined)	-0.5	-5	2.3
Cc1nnc(NC(=O)c2ccc(-c3ccc(Cl)cc3)o2)s1	-1.9	-4	-0.8
Cc1n[nH]c(=O)c2c(NC(=O)COC(=O)c3cccc(OC(F)F)c3)oc(C)c12	-0.8	-4	0.2
Cn1c(N)c(C(C[N+](=O)[O-])c2ccccc2Cl)c(=O)n(C)c1=O (centres undefined)	0.0	-3	0.1
C=CCn1c2ccccc2c(=O)c2cc(C#CC[C@@H](C)O)ccc21	-1.5	-6	-1.2
CC1CCCCC1NC(=O)CCS(=O)(=O)c1ccc(Cl)cc1 (centres undefined)	-0.9	-8	0.2
CCOc1ccc(CCNC(=O)CSCC(=O)Nc2ccc(OC)cc2)cc1OCC	-1.1	-3	-0.1
COc1ccc(S[C@@H](CCN2CC[C@H](C)CCC2=O)c2ccccc2)cc1	0.2	6	-1.3
NC(=O)c1ccc(NC(=O)COC(=O)c2ccc3ccccc3n2)cc1	0.0	-6	-0.5
Cc1ccc(CNC(=O)CN(C)S(=O)(=O)c2ccc(F)cc2)cc1	-0.5	-1	0.6
COc1cccc(NC(=O)COC(=O)CCn2c(C)csc2=O)c1	-0.7	-3	0.6
CC(OC(=O)COc1ccc(C#N)cc1)C(=O)Nc1ccc(Cl)cn1 (centres undefined)	-0.9	1	0.7

The list goes on:
smiles	OXTR agonist	GalR3 antag	V1aR counter
Cc1cccc(C(=O)NC(C)C2CC3CCC2C3)c1 (centres undefined)	-2.9	-5	-1.7
O=C1N(c2ccccc2C(F)(F)F)O[C@]1(c1ccccc1)C1CCCCC1	0.1	-4	0.1
O=C(NCCS(=O)(=O)NCc1ccccn1)c1ccccc1	0.0	-5	-1.0
O=C(COC(=O)c1cc([N+](=O)[O-])ccc1N1CCOCC1)NC1CCS(=O)(=O)C1 (centres undefined)	1.2	-1	-0.1
Cc1cc(NC(=O)C(C)SCC(=O)N(C)Cc2c(F)cccc2Cl)no1 (centres undefined)	-0.8	-6	0.2
CS(=O)(=O)c1ccc(CNC(=O)[C@]2(C(F)(F)F)C[C@H](CCc3ccccc3)CCCO2)cc1	3.5	1	2.3
CC(C)[C@H](NC(=O)c1cccc(CN(Cc2ccccc2)C(=O)c2ccccc2)c1)C(=O)O	-1.1	1	-0.8
COc1ccc(Cc2nnc(SCC(=O)Nc3ccc(C)cc3C)[nH]c2=O)cc1	-1.0	-3	0.6
CCOc1ccc(S(=O)(=O)N2CCN(C(=O)c3cc([N+](=O)[O-])ccc3N3CCOCC3)CC2)cc1	-2.0	-4	-0.5
CC(C)(C)OC(=O)C[C@H]1C/C=C\C[C@H](CC(=O)N[C@H](CO)Cc2ccccc2)C(=O)N[C@H](C(C)(C)C)COC1=O	0.3	-3	-0.8
COC(=O)[C@H]1C[C@H]1[C@@H](NC(=O)c1cccnc1)c1ccccc1	0.1	-7	-0.2
NC(=O)C1CCN(c2oc(-c3cccs3)nc2S(=O)(=O)c2ccc(Cl)cc2)CC1	0.9	-4	1.0

Further compounds follow.
smiles	OXTR agonist	GalR3 antag	V1aR counter
Cc1ccc(S(=O)(=O)NCC(=O)OCC(=O)N2CC(C)OC(C)C2)cc1 (centres undefined)	0.9	-5	-0.6
CCc1nc2ccc(C(=O)N(C)CC(=O)Nc3ccc(Cl)c(C(F)(F)F)c3)cc2nc1CC	1.5	-2	3.1
CCOc1ccc(OCc2ccc(C(=O)Nc3cccnc3)cc2)cc1	0.8	-9	5.1
COc1ccccc1C(=O)COC(=O)C1(C)CC1(Cl)Cl (centres undefined)	-1.9	-6	-2.1
O=Cc1c(-c2ccc(Cl)cc2)oc2ccc(O)cc12	-3.0	-2	-0.7
CN(C)CC(NC(=O)c1cccc(S(=O)(=O)Nc2ccc3c(c2)OCO3)c1)c1ccccc1 (centres undefined)	0.2	-5	0.9
CC1Cc2ccccc2N1C(=O)COC(=O)c1ccc([N+](=O)[O-])o1 (centres undefined)	2.8	0	0.7
CN(C(=O)Cn1nnc(-c2ccccc2)n1)C1CCS(=O)(=O)C1 (centres undefined)	1.0	1	-0.6
Cc1ccc(C(=O)Nc2cccc(S(=O)(=O)N3CCCCC3)c2)cc1[N+](=O)[O-]	7.0	2	6.8
COc1ccc(S(=O)(=O)Nc2cccc3c2O[C@H](CN(C)C(=O)NC2CCCCC2)[C@@H](C)CN([C@H](C)CO)C3=O)cc1	0.3	-5	0.8
COc1ccccc1-c1nnc(SCC(=O)Nc2ccc(N3CCOCC3)cc2)n1C	1.2	2	0.1
CC[C@@]1(C(=O)OC)N[C@H](CN(C)S(=O)(=O)c2ccc(-c3ccccc3)cc2)[C@@H]2C(=O)N(Cc3ccccc3)C(=O)[C@@H]21	1.9	-5	0.1

Additional compounds.
smiles	OXTR agonist	GalR3 antag	V1aR counter
COc1ccc(C(=O)NC(=O)CSc2n[nH]c(N)n2)cc1	0.9	-4	0.9
CCOC(=O)NC(=O)CSc1ccc(S(=O)(=O)N2CCCCC2)cn1	0.7	1	0.9
O=[N+]([O-])c1ccccc1Nc1cccnc1	-0.8	-8	-0.4
CN(Cc1ccccc1)C(=O)c1ncn(Cc2ccccc2)c1C(=O)N(C)Cc1ccccc1	1.1	-5	1.2
CCOc1cccc(-c2nc3c(s2)CCc2onc(-c4cccc([N+](=O)[O-])c4)c2-3)c1	0.3	-9	1.1
COc1ccccc1CNC(=O)C(NC(=O)C1CCCCC1)C(C)C (centres undefined)	-0.9	-2	-0.1
CCN(C[C@H]1N[C@@](C)(C(=O)OC)[C@H]2C(=O)N(C)C(=O)[C@@H]12)C(=O)Nc1ccc(Cl)cc1	1.0	-5	0.9
COc1cccc(N2[C@@H](CC(=O)O)c3cc(C(F)(F)F)ccc3S2(=O)=O)c1	-0.8	0	0.6
